# Compound activity (PubChem BioAssay)
# TAAR1 ag: agonists of human TAAR1 | Q96RJ0 | CHO RD-HGA16 TAAR1, Fluo-8 calcium fluorescence; vehicle wells 0%, saturating PEA agonist 100% | activation, % at 3 µM | hit rate 0.99% among 360,000 | AID 624467;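 active = activation above the mean activation of all test compounds in the run plus 3 SD, cut at about 38% in these data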
# Target sequence (Q96RJ0 whole entry, looked up): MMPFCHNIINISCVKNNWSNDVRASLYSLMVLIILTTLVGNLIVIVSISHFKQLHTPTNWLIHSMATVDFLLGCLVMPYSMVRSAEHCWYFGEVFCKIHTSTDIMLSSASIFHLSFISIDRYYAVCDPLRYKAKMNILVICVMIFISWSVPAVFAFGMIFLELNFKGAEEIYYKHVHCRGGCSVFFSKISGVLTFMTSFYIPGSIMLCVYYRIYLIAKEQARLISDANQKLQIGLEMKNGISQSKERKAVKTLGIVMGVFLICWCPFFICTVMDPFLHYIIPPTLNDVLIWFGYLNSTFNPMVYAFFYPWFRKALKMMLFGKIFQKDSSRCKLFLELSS
#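 test system = CHO RD-HGA16 cells carrying human TAAR1 plus Gα16 | schedule = 17-24 h seeding, 75 min 37 °C dye, 30 min RT | compound dosing = 3 µM single concentration | control set = DMSO and PEA EC100 | replicates = n 1 | signal = Fluo-8 fluorescence, 5 s baseline then 140 s kinetic read | measure = percent activation vs PEA EC100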
# M1 antag: blocks human M1 muscarinic receptor. hit rate 1.3% among 360,000. CHO-K1 hM1, Fluo-8 calcium fluorescence, ACh EC80 antagonist. inhibition, % at 3 µM;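 active = percent inhibition above its own plate's cutoff, namely the mean of that plate's compound wells plus 3 SD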;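 also: peak over basal fluorescence ratio during 140 s after agonist addition; 0% = ACh EC80 plus DMSO and 100% = DMSO alone without agonist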
# Target sequence (P11229 whole entry, looked up): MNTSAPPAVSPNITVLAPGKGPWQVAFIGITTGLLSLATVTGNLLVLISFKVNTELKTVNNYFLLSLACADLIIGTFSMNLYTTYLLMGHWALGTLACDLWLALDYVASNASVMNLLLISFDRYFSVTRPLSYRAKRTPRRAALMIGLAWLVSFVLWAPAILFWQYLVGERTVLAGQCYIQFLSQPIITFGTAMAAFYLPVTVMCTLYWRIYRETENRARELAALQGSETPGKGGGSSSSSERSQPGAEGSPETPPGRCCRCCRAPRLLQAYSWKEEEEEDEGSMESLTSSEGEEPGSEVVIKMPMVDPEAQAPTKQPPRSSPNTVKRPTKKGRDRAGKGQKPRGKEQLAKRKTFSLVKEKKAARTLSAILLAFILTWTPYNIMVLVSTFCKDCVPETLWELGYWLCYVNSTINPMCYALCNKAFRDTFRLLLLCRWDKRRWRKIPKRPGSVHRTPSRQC
# CHO parental Ca: counter-screen: ATP calcium response change in parental CHO cells; hit rate 0.63% among 330,000; AID 463079; inhibition, % at 5.6 µM; parental CHO-K1, ATP-induced calcium, Fluo-8 fluorescence;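 active = inhibition above that plate's mean sample inhibition plus 3 SD, cut at about 26% in these data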;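 also: 0% = ATP-challenged DMSO wells and 100% = DMSO wells without ATP; some compounds past the cut are filed as inactive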
#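 Material: parental CHO cells / Compound: single nominal dose of 5.6 µM per compound / Signal: Fluo-8 fluorescence / Replicates: singlicate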
# CHRM1 PAM: potentiates human M1 receptor response to acetylcholine. CHO-K1 hM1, Fluo-8 calcium fluorescence, ACh EC20; 0% = ACh EC20, 100% = maximal ACh. hit rate 0.088% among 360,000. activation, % at 3 µM. P11229. AID 588819; in the data active = activation above about 19%, passing the limit was not always enough
# CHO-K1 Ca ag: counter-screen for M1 agonists: effect in parental CHO-K1 cells | Fluo-8 calcium fluorescence; scaled to maximal ATP response, vehicle zero | activation, % at 3 µM | hit rate 0.48% among 360,000 | AID 602248; in the data active = activation above about 15%;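 also: untransfected CHO-K1 host cells lacking M1 receptor as counterscreen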
# TAAR1 antagonist: human TAAR1 antagonism; CHO RD-HGA16 TAAR1, Fluo-8 calcium fluorescence, antagonist; inhibition, % at 3 µM; Q96RJ0; hit rate 1.5% among 360,000; AID 624466;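 active = inhibition above a per-plate cutoff, the mean inhibition of test compounds on that plate plus 3 SD, cut at about 49% in these data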;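 also: 0% = DMSO plus EC80 beta-PEA response and 100% = DMSO alone without agonist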
#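 Test system – hTAAR1-expressing CHO RD-HGA16 cells, Gα16-coupled · Also added – β-PEA at EC80 concentration, post-compound challenge · Compound – 3 µM, single point · Incubation – dye loading 75 min at 37 °C, then 30 min room temperature · Measured by – Fluo-8 intracellular calcium dye fluorescence, real-time kinetic reads · Benchmarks – vehicle and agonist controls · Replicates – singlicate, one well per test compound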
# M1 ag: activates human CHRM1 receptor. P11229. CHO-K1 hM1, Fluo-8 calcium fluorescence, agonist mode; 0% DMSO, 100% acetylcholine EC100. activation, % at 3 µM. hit rate 0.33% among 360,000. AID 588814;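 active = activation above the run's mean compound activation plus 3 SD, cut at about 16% in these data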;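 also: peak over basal fluorescence ratio within a 140 s kinetic read after compound addition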
# CHO-K1 Ca PAM: M1 PAM counterscreen hit in parental CHO-K1 cells; hit rate 0.02% among 360,000; ATP EC20, Fluo-8 calcium fluorescence; 0% at ATP EC20, 100% at ATP max; AID 602247; activation, % at 3 µM;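 active = activation above the run cutoff, the mean activation of all test compounds plus 3 SD, cut at about 40% in these data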;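 also: peak over basal fluorescence ratio in a 140 s read after ATP addition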
# CHO-K1 Ca antag: counter-screen for M1 antagonists: effect in parental CHO-K1 cells. ATP-induced calcium, Fluo-8 fluorescence. inhibition, % at 3 µM. hit rate 0.6% among 360,000. AID 602250;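 active = inhibition above a per-plate cutoff, the plate's mean sample inhibition plus 3 SD, cut at about 24% in these data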;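 also: 0% = DMSO plus EC80 ATP and 100% = DMSO alone without ATP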
# The depositor's hits bear a star; . = not tested or not shown. Random draw from the library; 4.4% or so of the library scored in one or more.
SMILES,TAAR1 ag,M1 antag,CHO parental Ca,CHRM1 PAM,CHO-K1 Ca ag,TAAR1 antagonist,M1 ag,CHO-K1 Ca PAM,CHO-K1 Ca antag
CCC(C)Sc1nc2c(c(=O)[nH]c(=O)n2C)n1Cc1ccccc1Cl (stereo not given),3,9,-10,-11,0.0,-15,-11,13,-4
Cc1ccc(S(=O)(=O)/N=C2/NC(=O)/C(=C/c3cccnc3)S2)cc1,24,4,3,-1,0.5,-5,-3,2,-3
O=C(Nc1ccc(OCc2ccccc2)cc1)Nc1nnc([C@H]2C[C@H](O)[C@@H](CO)O2)s1,14,-6,.,1,0.1,-5,1,4,-11
COc1cccc(N2C(=O)C(CC(=O)Nc3ccc(F)cc3)N(C3CCCCC3)C2=O)c1 (stereo not given),16,-8,-31,3,0.9,5,-3,4,-3
COc1ccc(CCNC(=O)CN2CCN(c3ccccc3Cl)CC2)cc1,1,-17,-19,5,0.4,0,-4,9,-5
COc1cc(C(=O)N(Cc2cccnc2)Cc2cc3cc4c(cc3[nH]c2=O)OCCO4)cc(OC)c1OC,2,-8,-17,6,0.6,8,-7,26,-14
O=C(O)Cn1cnc2scc(-c3ccccc3)c2c1=O,8,-5,0,6,0.4,-21,-3,2,-5
CC(C)CC(C(=O)O)C(C)CC(=O)Nc1ccn(-c2ccccc2)n1 (stereo not given),-1,-20,-14,10,0.1,-3,-4,29,-7
COc1ccc(C)c2sc(NC(=O)C3=COCCO3)nc12,3,-12,2,6,1.1,-2,-3,19,-1
COc1cccc(N=Nc2c(=O)[nH]n3c(=O)c4c([nH]c23)CCC4)c1,-2,-10,2,13,0.4,-4,-10,24,-14
O=C(CN1C(=O)c2ccccc2C1=O)NC(Cc1ccccc1)C(=O)O (stereo not given),0,-6,.,4,1.8,4,-2,8,-6
Cc1ncc(CC(=O)n2cc(C(=O)c3cc(Cl)ccc3O)cn2)s1,13,-14,-1,0,1.2,4,-3,15,-8
Cc1ccc(CN(C)C(=O)c2cc(Br)c(Br)s2)o1,-2,4,-23,-4,0.2,2,-6,4,-23
CCOC(=O)C1CCCN(c2cc(C)nc3cc(-c4ccc(Cl)cc4)nn23)C1 (stereo not given),3,-19,-15,4,0.3,-8,-2,10,-2
COc1ccc(S(=O)(=O)N2CCCN(CC(=O)Nc3ccccc3F)CC2)cc1,0,-20,-16,17,3.6,-11,-2,20,-18
O=c1c2ccccc2c(/C=N/c2n[nH]c(CCCO)n2)c(O)n1-c1ccccc1Cl,0,5,-8,4,-0.2,3,-1,-6,-5
O=C(O)CC(NC(=O)C(c1ccccc1)c1ccccc1)c1ccc(F)cc1 (stereo not given),-1,-3,-26,4,0.3,-6,-4,24,-17
CCC(CC)C(=O)Nc1ccc(Nc2ccccc2)cc1,7,14,-2,-7,3.7,4,-8,3,11
COc1ccc(N2CCN(C(=O)COC(=O)c3cccc(S(=O)(=O)Nc4cccc(C)c4)c3)CC2)cc1,4,16,-4,-5,6.0,29,2,-13,16
Cc1ccc(-n2c(=O)[nH]c3c(C(N)=O)nc(C(C)C)nc32)cc1,-1,0,-13,3,0.4,-16,-2,4,-5
COc1cc(CN2CCNC(=O)C2CC(=O)NCCc2ncccc2C)cc(OC)c1 (stereo not given),26,6,-20,6,0.1,3,-15,3,-3
Cc1cc(C)c2c(CN3CCOCC3)cc(=O)oc2c1C,4,-18,-12,13,1.4,-16,-5,23,-13
O=C(CSc1ccccn1)N1CCN(c2ccc(Cl)cc2)CC1,3,-1,1,1,0.1,5,-5,3,2
NC(=O)C1(N2CCCCC2)CCN(c2nc(-c3ccc(Br)cc3)cs2)CC1,12,-18,-8,12,0.9,9,-1,26,-13
O=C(c1ccccc1C(=O)N1CCN(c2ccccc2F)CC1)N1CCN(c2ccccc2F)CC1,11,-6,-21,3,2.8,16,-3,12,-5
O=C(O)c1cccc(NS(=O)(=O)c2cccc3cccnc23)c1,1,-8,-2,7,0.6,-26,1,14,-1
Cc1nn(CCCC(=O)NCc2ccccc2Cl)c(=O)c2nccn12,-1,-20,5,13,2.0,-17,-4,26,-6
Cc1ccc(-c2nnc(N3CCCCC3)c3ccccc23)cc1,-3,-10,-23,1,1.1,-39,-6,18,-16
COCCNC(=O)CN1C(=O)/C(=C/c2ccccc2)Oc2ccc(C(C)(C)C)cc21,-3,-14,-28,11,0.2,3,-2,-8,-8
CCN(CC(=O)NCc1ccc(F)cc1)C(=O)/C=C/c1ccc(OC)cc1,0,1,-21,-2,-0.5,1,-5,10,-15
CCC/C=C/c1ccc(CN2C(C(C)C)C(=O)N(Cc3cn(CCOCOC)nn3)CCS2(=O)=O)cc1 (stereo not given),1,-3,.,9,-0.4,-20,-4,8,-14
CCC(=O)c1cn([C@H](CCC(OC)OC)CC(=O)OC(C)(C)C)cc1CC,3,3,-15,-4,-0.4,5,-5,-11,-5
Cc1ccc(CCNC(=O)C2CCC(=O)N(CC3CCCCC3)C2)cc1 (stereo not given),1,-6,-21,4,0.9,-15,-1,-4,7
O=C(O)c1cnn(-c2nc(-c3ccc(F)cc3)cs2)c1C(F)(F)F,2,-1,-4,5,-0.3,-19,-11,1,-7
CN1C[C@@H]2[C@@H]3C(=O)N(Cc4ccccc4)C(=O)[C@@H]3[C@](Cc3ccccc3)(C1=O)N2C(=O)c1ccc(Cl)cc1,13,5,.,3,3.9,14,-4,2,-6
O=C(NCC(c1ccc(F)cc1)N1CCOCC1)c1ccc([N+](=O)[O-])o1 (stereo not given),2,1,-2,-2,0.0,-14,1,-25,1
CSc1nc(NC(C)(C)C)nc(N2CCOCC2)n1,26,-23,-17,2,0.2,-11,-3,10,-9
CCOc1ccc(NC(=S)N(CCc2c(C)[nH]c3ccccc23)Cc2cccnc2)cc1,1,1,-7,-2,0.8,12,-8,13,-14
S=c1sc2c(Cl)ncnc2n1-c1ccccc1,0,22,.,-11,0.4,54*,-6,4,-5
CC(OC(=O)CN1C(=O)c2ccccc2C1=O)C(=O)NC1CCCC1 (stereo not given),3,-5,7,2,0.7,9,-3,-8,-8
COc1ccccc1Nc1nc(C)cc(C)n1,-2,-21,9,19,-0.6,-9,0,4,-7
CC(C1CC1)N(Cc1ccccc1)C(=S)Nc1ccccc1Cl (stereo not given),-2,5,-16,-1,18*,20,-5,20,-15
COc1ccc(CNC(=O)CN(Cc2ccccc2)C(=O)CCC(=O)Nc2ccccn2)cc1,2,-14,-13,4,4.1,10,-5,5,-14
Cc1ccc(OCC(=O)Nc2c(C)nn(-c3ccccc3)c2C)c(Br)c1,7,10,.,-4,4.7,17,0,-25,5
COc1cccc(-c2cccc(NC(=O)C3CCN(C4CCOCC4)CC3)c2)c1,0,4,-20,2,6.2,-16,-4,-7,1
COc1ccccc1C(=O)N/N=C(\C)c1ccc(NC(=O)Cc2ccccc2)cc1,0,-2,-5,5,1.0,1,-2,-7,1
CCC(OC(=O)CNS(=O)(=O)c1ccccc1)C(=O)c1ccccc1 (stereo not given),1,-2,-17,6,3.2,-4,-2,9,-20
COc1ccc(CC(=O)Nc2ccc(-c3noc(-c4ccc(Cl)cc4)n3)cc2)cc1,6,-9,-7,10,2.2,15,-5,25,-12
O=C(CN1C(=O)C2C3CCC(C3)C2C1=O)OCC(=O)c1ccc(Br)cc1 (stereo not given),4,-8,-9,10,7.7,4,1,16,-3
COc1ccc2cc(Br)ccc2c1CC(=O)N1CCCC1,0,6,-15,-3,-0.6,-35,-6,-21,16
COc1ccc(Cn2c(=N)c(C(=O)NCC3CCCO3)cc3c(=O)n4ccccc4nc32)cc1 (stereo not given),0,-8,-20,6,-0.7,-8,-13,5,2
Cc1ccc(C(=O)Nc2cc(Cl)ccc2Oc2ccccc2)cc1[N+](=O)[O-],3,0,-22,-5,-0.1,-13,-7,4,5
COc1ccc(-c2ccc3[nH]c4c(c3c2)CCN2C[C@H]3[C@H](C)ON(C)[C@H]3C[C@@H]42)cc1,18,0,.,-1,2.0,35,-3,-1,18
COc1ccccc1CNC(=O)CCc1c(C)nc2cc(-c3ccccc3OC)nn2c1C,-1,-7,15,2,0.8,6,-4,9,-11
O=C(NCc1cccnc1)/C(=C/c1ccc(-c2cccc(Cl)c2)o1)S(=O)(=O)c1ccccc1,2,-3,-15,13,1.1,-3,-1,14,2

# Marked active in TAAR1 antagonist (from the list above):
compound	M1 antag	CHRM1 PAM	TAAR1 antagonist	M1 ag
S=c1sc2c(Cl)ncnc2n1-c1ccccc1	22	-11	54*	-6

# In a second layout: four of the compounds above
Structure | TAAR1 ag | M1 antag | CHO parental Ca | CHRM1 PAM | CHO-K1 Ca ag | TAAR1 antagonist | M1 ag | CHO-K1 Ca PAM | CHO-K1 Ca antag
COc1ccc(Cn2c(=N)c(C(=O)NCC3CCCO3)cc3c(=O)n4ccccc4nc32)cc1 (stereo not given) | 0 | -8 | -20 | 6 | -0.7 | -8 | -13 | 5 | 2
Cc1ccc(C(=O)Nc2cc(Cl)ccc2Oc2ccccc2)cc1[N+](=O)[O-] | 3 | 0 | -22 | -5 | -0.1 | -13 | -7 | 4 | 5
COc1ccc(-c2ccc3[nH]c4c(c3c2)CCN2C[C@H]3[C@H](C)ON(C)[C@H]3C[C@@H]42)cc1 | 18 | 0 | . | -1 | 2.0 | 35 | -3 | -1 | 18
COc1ccccc1CNC(=O)CCc1c(C)nc2cc(-c3ccccc3OC)nn2c1C | -1 | -7 | 15 | 2 | 0.8 | 6 | -4 | 9 | -11
